Screening results: PubChem BioAssay, Sanford-Burnham Center for Chemical Genomics
ER stress death = ER stress cell death inhibition; CSM14.1 thapsigargin ER stress survival, ATP luminescence; AID 1010; hit rate 0.33% among 48,000; relative survival (cellular ATP), % at 15 µg/mL (by protocol);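 active means survival measured by cellular ATP above 50% at 15 µg/ml in the first screen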;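 further: cell death triggered by about 15 µM thapsigargin; ATP read 24 h after thapsigargin was added; plate controls were thapsigargin with DMSO for no effect and DMSO without thapsigargin for full effect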
* hit, by the source's call. Not all compounds are listed, so the mix of outcomes need not match the whole.

SMILES | ER stress death
Cc1ccc(S(=O)(=O)C/N=C(/NC(=S)N(c2ccccc2)c2ccccc2)c2ccccc2)cc1 | -3.1
CCOc1ccccc1OCCN1CCCC1 | 8.0
Cc1ccc(C)c(N2C(=O)C3C4C=CC(C4=C4CCCCC4)C3C2=O)c1 (stereo not drawn) | -3.8
CCOC(=O)c1ccccc1NC(=O)C(C)Oc1ccc(Cl)cc1C (stereo not drawn) | 8.4
O=C(O)/C=C/c1cccc(N2C(=O)C=CC2=O)c1 | 2.0
CCOC(=O)C1=C(C)NC2=C(C(=O)CCC2)C1c1ccc(N(CC)CC)cc1 (stereo not drawn) | -0.8
O=C(Nc1ccc(Cl)c(Cl)c1)N1CCc2ccccc21 | -1.1
COc1ccc2ccccc2c1/C=C1/C(=O)NC(=S)N(c2ccc(Br)cc2)C1=O | 1.2
Cc1ccc(C2CC(C(F)(F)F)n3nc(C(=O)N4CCN(C)CC4)c(Cl)c3N2)cc1 (stereo not drawn) | 7.6
CCOc1ccc(N2C(=O)NC(=O)/C(=C/c3cc(Br)c(OCC)c(OC)c3)C2=O)cc1 | 3.8
O=C(/C=C/c1ccccc1[N+](=O)[O-])c1ccc(Cl)cc1 | -0.9
CCOc1cc(/C=N/Nc2nc(N3CCCCC3)nc(N3CCCCC3)n2)ccc1OC | -4.2
O=C(/C=C/c1ccco1)/C=C/c1ccc(-c2ccc(Cl)c(Cl)c2)o1 | -2.1
COc1cccc2cc(C(=O)Nc3cccc(C(=O)O)c3)c(=O)oc12 | 1.3
COc1cccc(/C=C/C(=O)c2cccc([N+](=O)[O-])c2)c1OC | -1.8
O=S(=O)(c1ccccc1)N1CCN(Cc2ccccc2Br)CC1 | -6.7
NCC1NCCc2ccccc21 (stereo not drawn) | 11.0
CC(=O)CCc1oc2ccc(Br)cc2c1-c1ccc(C)o1 | -6.0
COc1cc(NC(=O)COc2cc(C)c(Cl)c(C)c2)c(OC)cc1Cl | 2.6
O=C(N/N=C/c1ccccc1O)C(=O)N1CCCCCC1 | 16.8
CS(=O)(=O)N1CCN(Cc2ccc(Cl)cc2)CC1 | 2.4
CCn1c2ccccc2c2cc(/C=N/NC(=O)c3cccc([N+](=O)[O-])c3)ccc21 | -13.3
COc1ccc(NC(=O)COc2cc(C)c(Cl)c(C)c2)cc1OC | 4.7
CC(=O)Oc1c(-c2ccccc2)c2nc3ccccc3nc2c2ccccc12 | 2.3
O=S(=O)(c1ccc(Br)cc1Br)N1CCOCC1 | -2.2
Additional results follow.
SMILES | ER stress death
O=C(Nc1ccccc1)c1ccc(Cl)c(NC(=O)c2cccs2)c1 | 5.7
O=C(NC(=S)NCc1ccco1)c1ccc([N+](=O)[O-])cc1 | 1.5
COC(=O)c1cccc(-n2c(C)cc(/C=C3\SC(NC(C)=O)=NC3=O)c2C)c1 | -1.8
COC(=O)c1c(NC(=O)c2ccc(F)cc2)sc(Cc2ccccc2)c1C | -2.4
CC(=O)Nc1ccc(NC(=S)NC(NC(=O)c2ccc(C)cc2)C(Cl)(Cl)Cl)cc1 (stereo not drawn) | 11.8
Cc1cc(C)cc(NC(=O)c2c(-c3c(Cl)cccc3Cl)noc2C)c1 | 15.1
CCOC(=O)c1c(NC(=O)c2ccco2)sc2c1CCC(CC)C2 (stereo not drawn) | -1.2
O=C(O)Cc1ccc(/C(=N\O)c2cccs2)s1 | -3.3
NC(=O)c1ccc(NC(=O)Cc2ccc(Cl)cc2)cc1 | 6.7
COc1ccc(C(=O)Nc2sc3c(c2C(=O)OC(C)C)CCCC3)cc1OC | 19.3
CC(C)(C)CC(C)(C)NC(=O)CSc1nnc(N)s1 | 4.6
N/C(=N\OC(=O)c1ccc(Br)cc1)c1ccncc1 | 4.5
Cc1sc(NC(=O)c2cccs2)c(C#N)c1C | 2.1
Cc1ccc(C(=O)NC2CC(C)(C)NC(C)(C)C2)cc1 | 4.4
O=C1NC(=O)N(c2cccc(Br)c2)C(=O)/C1=C/c1cccs1 | 11.1
O=C(O)C1C2CCC(C2)C1C(=O)Nc1nc(-c2ccc(F)cc2F)cs1 (stereo not drawn) | 6.1
CC(=O)/C(C1=C(C(C)(C)C)C(=O)C(=O)C(C(C)(C)C)=C1)=C(/C)O | 9.1
Cc1c(N(C(=O)c2ccc(F)cc2)C(C)C)c(=O)n(-c2ccccc2)n1C | -0.5
Cc1ccc(COc2ccccc2C=C2C(=O)NC(=S)NC2=O)cc1 | 2.7
O=C(CSc1nc2sc3c(c2c(=O)[nH]1)CCCC3)NCc1cccnc1 | 2.2
CCOc1ccc(C(=O)Nc2ccc(O)c(-c3nc4ccccc4s3)c2)cc1Cl | 11.3
Cc1cc(OCC(=O)Nc2ccc3c(c2)OCCO3)cc(C)c1Cl | 9.7
O=C(CSc1nnc(-c2ccco2)o1)Nc1ccc(F)cc1 | -2.9
Cc1ccc(C(=O)Nc2ccc(NC(=O)c3ccco3)cc2)cc1C | 4.6
Cc1cc(C)cc(NC(=O)COc2ccc(C(C)C)cc2)c1 | 7.7

A run of entries taken from the entries so far, as a working copy:
SMILES | ER stress death
Cc1cc(OCC(=O)Nc2ccc3c(c2)OCCO3)cc(C)c1Cl | 9.7
O=C(CSc1nnc(-c2ccco2)o1)Nc1ccc(F)cc1 | -2.9
Cc1ccc(C(=O)Nc2ccc(NC(=O)c3ccco3)cc2)cc1C | 4.6
Cc1cc(C)cc(NC(=O)COc2ccc(C(C)C)cc2)c1 | 7.7

Continued.
SMILES | ER stress death
COc1ccc(C(=O)N2CCN(Cc3ccc(C)cc3C)CC2)cc1 | -1.0
O=C(NC(Nc1ccc([N+](=O)[O-])cc1)C(=O)c1ccccc1)c1ccco1 (stereo not drawn) | 12.3
C=CCc1ccccc1OCc1nnc(NC(=O)Nc2ccccc2)s1 | -0.8
COC(=O)c1c(NC(=O)c2ccco2)sc2c1CCC(C)C2 (stereo not drawn) | 13.7
Cc1[nH]n(-c2ccc(Cl)cc2)c(=O)c1C=Nc1ccc(S(=O)(=O)N2CCOCC2)cc1 | 4.4
CCc1cccc(C)c1NC(=O)CCCC(=O)O | 21.1
COc1ccc(C2C(C(C)=O)=C(Nc3ccccc3)CC(C)(O)C2C(C)=O)cc1 (stereo not drawn) | 14.4
O=C(Nc1c(Cl)cccc1Cl)c1ccccc1 | 10.6
Cc1n[nH]c(C)c1Sc1ccccc1N=Cc1ccc2ccccc2c1 | 5.5
O=c1oc2ccccc2c(O)c1/C=C1\C=Nc2ccccc21 | 19.2
Cc1sc2nc(SCc3ccc(C(=O)NCCO)cc3)[nH]c(=O)c2c1C | -1.5
COc1cc(/C=C2\C(=O)NN(c3ccccc3)C2=O)cc(OC)c1OC | 7.4
COc1ccccc1/C=N/NC(=O)CSc1nc(C)cc(C)n1 | 2.2
COc1ccc(-c2nnc(NC(=O)c3cccc4ccccc34)s2)cc1 | 15.3
O=C(Nc1ccccc1)Nc1ncccn1 | -6.4
CN1CCN(NC(=O)CN2C(=O)/C(=C/c3ccccc3Cl)SC2=S)CC1 | -5.5
COc1cc(/C=C2/C(=O)N(c3ccccc3)N=C2C)ccc1OC(=O)c1cccs1 | -2.7
CC(=O)NC1=C(C(C)=O)C2C(C1)C2(C)C (stereo not drawn) | -0.4
Cc1ccccc1-c1nc2cc(Cl)ccc2o1 | 1.7
O=C1C(=O)N(c2ccccn2)C(c2cccnc2)/C1=C(/O)c1cccc(Br)c1 (stereo not drawn) | 0.4
CCC(NC(=O)c1ccccc1NC(=O)c1ccco1)C(=O)O (stereo not drawn) | 2.7
O=C1c2ccccc2C(=O)N1CCCSc1nnc(-c2cccs2)n1-c1ccccc1 | 3.2
COc1ccc(N(CC(=O)Nc2ccc(Cl)cc2)S(=O)(=O)c2ccccc2)cc1Cl | 0.2
CCOC(=O)C1=C(N)Oc2cc(O)ccc2C1c1ccc([N+](=O)[O-])cc1 (stereo not drawn) | 5.7
Cc1ccc(-c2[nH]n3c(=O)c4c(nc3c2C)CCS4)cc1 | 4.2

4 entries picked at random from the list so far:
SMILES | ER stress death
COc1cc(/C=C2/C(=O)N(c3ccccc3)N=C2C)ccc1OC(=O)c1cccs1 | -2.7
O=C(Nc1c(Cl)cccc1Cl)c1ccccc1 | 10.6
O=C(NC(Nc1ccc([N+](=O)[O-])cc1)C(=O)c1ccccc1)c1ccco1 (stereo not drawn) | 12.3
COc1ccc(-c2nnc(NC(=O)c3cccc4ccccc34)s2)cc1 | 15.3

New compounds follow
SMILES | ER stress death
CCOc1ccccc1NC(=O)c1ccc(Cl)cc1Cl | 6.2
CSc1nc2sc3c(c2c2nnnn12)CCN(C)C3 | -2.3
O=C(Nc1c(-c2cccs2)nc2ccc(Cl)cn12)c1ccc(Cl)cc1 | 2.2
CCCCN1C(=O)/C(=C/c2c(NCCCn3ccnc3)nc3c(C)cccn3c2=O)SC1=S | -2.3
COc1ccc(C(=O)N2CCN(Cc3ccc(SC)cc3)CC2)cc1OC | -0.9
COc1cccc(C(=O)NN=C2CCCC2)c1 | 3.2
NC(=O)c1ccccc1N=Cc1ccc([N+](=O)[O-])o1 | 10.2
O=C(NCCN1CCCCC1)/C(=N\O)c1ccccn1 | 9.1
COc1ccc(C2CC(C(F)(F)F)n3ncc(C(=O)NC(C)(C)C)c3N2)cc1 (stereo not drawn) | 4.8
CCc1ccccc1NC(=O)CN(c1cccc(OC)c1)S(=O)(=O)c1ccccc1 | 4.2
CC1(CC2C(CC(N)=O)C2(C)C)OCCO1 (stereo not drawn) | 3.9
CCOCCOC(=O)C1=C(C)NC2=C(C(=O)CCC2)C1c1ccc(OC)c(OCc2ccccc2)c1 (stereo not drawn) | 6.5
C=CC(=O)NC12CC3CC(CC(C3)C1)C2 | 3.5
NC(=O)N/N=C/c1ccc(-c2cccc(C(F)(F)F)c2)o1 | -4.0
O=C(Nc1ccc2oc(-c3ccncc3)nc2c1)c1cccnc1 | -5.3
Cc1cc2nc(-c3ccc(Cl)c(NC(=O)c4ccco4)c3)oc2cc1C | 2.2
Cc1cc(-c2ccccc2)nc(=S)[nH]1 | 2.0
O=C1C=C(NCc2ccc3c(c2)OCO3)CC(c2ccccc2)C1 (stereo not drawn) | -0.6
COc1ccc(/C=C2\C(=O)NN(c3ccc(Cl)c(Cl)c3)C2=O)cc1OC | 3.8
C=CCNC(=O)CN(c1ccc(C)c(Cl)c1)S(C)(=O)=O | 2.9
COc1cc(C=C2C(=O)OC(C)(C)OC2=O)cc(Cl)c1O | -2.0
N/C(=N/c1nc2ccccc2o1)NC(=O)c1sc2ccccc2c1Cl | 8.6
Cc1nc(N)sc1C(=O)N/N=C/c1ccco1 | -0.4
C=CCOc1ccc(/C=C(\C(=O)c2ccc(C)cc2)c2nc3ccccc3o2)cc1 | -1.6
COC(=O)c1ccc(C(=O)OC)c(NC(=O)C(C(C)C)N2C(=O)c3ccccc3C2=O)c1 (stereo not drawn) | 8.4
Other records follow:
SMILES | ER stress death
CCNc1nc(NCC)nc(Oc2ccc(C(=O)OC)cc2)n1 | -3.0
COc1ccc(OC)c(NC(=O)c2ccc(CN3CCOCC3)cc2)c1 | -1.0
O=C1/C(=C/c2ccc(I)o2)SC(=S)N1c1ccccc1 | 1.7
C#CCSc1nncn1C(=O)/C=C/c1cccs1 | -3.4
CCc1nnc(NC(=O)c2ccccc2F)s1 | 0.0
Cc1cc(C)cc(NCc2ccco2)c1 | -3.0
O=C(NNC(=O)c1sc2ccccc2c1Cl)Nc1ccc(Cl)cc1 | 15.2
CC1=NN(c2ccccc2)C(=O)C1/C=C1\C(=O)NC(=S)N(c2ccc(F)cc2)C1=O (stereo not drawn) | -5.0
O=C(Cc1cccc2c(S(=O)O)cccc12)NC(c1ccccc1)c1ccccc1 | 11.0
COc1ccc(C2Nc3ccccc3NC3=C2C(=O)CC(C)(C)C3)cc1O (stereo not drawn) | 3.8
CC(=O)Oc1ccc(/C(C)=N/N2CCN(Cc3cccc4ccccc34)CC2)cc1 | -5.8
Cc1cc(/C=C2/SC(=S)NC2=O)c(-c2ccccc2)n1-c1ccccc1 | 1.2
O=C(O)c1cc(C(=O)O)c2cc(Cl)ccc2n1 | 0.1
COc1ccc(CNC(=O)CSc2nc(-c3ccccc3)c(-c3ccccc3)[nH]2)cc1 | 1.7
CC1(C)N([O-])C2=C(c3ccccc3C2=O)[N+](=O)C1(C)C | -1.5
O=C(Nc1ccc(I)cc1Cl)c1ccc([N+](=O)[O-])cc1 | 3.4
CC1=C(C#N)C(=O)NC(=O)/C1=C\c1ccc(-c2cc(C)c(C)cc2[N+](=O)[O-])o1 | 1.2
COc1ccccc1CC(=O)NC1CCCCCC1 | 3.2
Cc1ccc(C2=NN(C(=N)SC3CC(=O)N(c4ccc(C(=O)O)cc4)C3=O)C(c3ccc(Br)cc3)C2)cc1 (stereo not drawn) | 1.6
O=C(O)c1cc(C(=O)O)cc(S(=O)(=O)Nc2ccc(Cl)c([N+](=O)[O-])c2)c1 | 0.7
Cc1nnc(SCC(=O)NC(C)c2ccccc2)[nH]c1=O (stereo not drawn) | 10.4
Cc1ccccc1OCC(=O)Nc1ccccc1-c1ccccc1 | 12.8
C/C(=C\c1ccc(Br)cc1)C(=O)c1c(C)cc(C)[nH]c1=O | 11.9
COc1ccc(NC(=O)CN(c2ccc(OC)cc2OC)S(=O)(=O)c2ccc(C)cc2)c(OC)c1 | 5.4
Cc1sc2ncn(-c3ccc(Cl)cc3)c(=O)c2c1C | 3.5

Reformatted as labelled records: entries from further up
C/C(=C\c1ccc(Br)cc1)C(=O)c1c(C)cc(C)[nH]c1=O
  ER stress death = 11.9
CCc1ccccc1NC(=O)CN(c1cccc(OC)c1)S(=O)(=O)c1ccccc1
  ER stress death = 4.2

Later entries.
SMILES | ER stress death
Cc1ccccc1/C=N/N1CCN(Cc2cccc3ccccc23)CC1 | 10.6
CC1(C)Cc2c(sc(/N=C/N3CCCCCC3)c2C#N)C(C)(C)N1 | -1.8
O=C(/C=C/c1ccccc1[N+](=O)[O-])c1ccc(F)cc1 | -0.9
Fc1ccc(NC(=S)N2CCN(c3cccc(C(F)(F)F)c3)CC2)cc1 | 4.2
CCCCOc1ccc(C(=O)O/N=C2/C(=O)N(C)c3ccccc32)cc1 | 2.9
COCCCNc1ccc2c3c(nc(=O)n2C)-c2ccccc2C(=O)c13 | -2.4
Cc1cc(C(=O)N2CCN(c3cccc(Cl)c3)CC2)ccc1[N+](=O)[O-] | 0.0
